mcGAS MS inh – inhibitors of Mus musculus cyclic GMP-AMP synthase, initial high-throughput assay, cell-free, RapidFire MS; inhibition, % at 12.5 µM; actives 0.18% (n = 130,000); Q8C6L5; recombinant mouse cGAS, cGAMP by RapidFire MS; AID 1259397, 2018;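 active means inhibition of cGAS enzyme activity at or above 60%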;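 further: enzyme stimulated by 45 bp dsDNA with ATP and GTP substrates; cGAMP share of summed cGAMP plus half ATP and half GTP signals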
Target sequence (Q8C6L5 whole entry, looked up): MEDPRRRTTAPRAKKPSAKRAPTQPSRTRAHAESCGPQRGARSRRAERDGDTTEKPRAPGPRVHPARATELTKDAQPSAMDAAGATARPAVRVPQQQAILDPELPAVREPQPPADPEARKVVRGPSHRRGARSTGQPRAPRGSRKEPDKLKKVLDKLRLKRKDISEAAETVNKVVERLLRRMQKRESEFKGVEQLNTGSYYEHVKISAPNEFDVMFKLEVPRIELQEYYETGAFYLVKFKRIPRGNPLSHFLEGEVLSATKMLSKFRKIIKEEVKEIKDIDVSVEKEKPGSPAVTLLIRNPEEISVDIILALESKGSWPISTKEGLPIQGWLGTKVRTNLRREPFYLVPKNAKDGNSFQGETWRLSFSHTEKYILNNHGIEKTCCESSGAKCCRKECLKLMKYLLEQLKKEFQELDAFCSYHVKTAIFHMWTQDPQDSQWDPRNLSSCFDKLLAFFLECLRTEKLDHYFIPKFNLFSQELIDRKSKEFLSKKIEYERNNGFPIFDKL
An asterisk follows results filed as active; & = joins results of further samples. Not all compounds are listed (hit frequency here may not be typical).

SMILES	mcGAS MS inh
CC1CCN(Cc2nnnn2CCCC(=O)NCc2scnc2-c2ccccc2)CC1	-1
Cc1nc(N2CCCC2)ccc1NC(=O)C1(c2ccccc2)CC1	2
COc1cc(/C=C/c2ccc(O)cc2)cc(OC)c1	3
Cc1cccc(Cn2c(=O)c3c(nc4n(CCCn5ccnc5)c(C)cn34)n(C)c2=O)c1	-10
CN1CCC2(CC1)CN(Cc1ccc(OCc3ccccc3)cc1O)CCN2C	4
O=C(NCCCO)c1ccc(CSc2nc3ccccc3c(=O)[nH]2)cc1	-12
O=C(CCN1CCCO1)N1CCOC(Cc2ccc(F)cc2)C1 (stereo unspecified)	2
COC(=O)c1ccccc1S(=O)(=O)Nc1ccc(OC(F)F)c(Cl)c1	-3
CS(=O)c1ccc(OCC(=O)OCC(F)(F)C(F)(F)C(F)(F)C(F)F)c([N+](=O)[O-])c1 (stereo unspecified)	-6
COc1cc(=O)n(-c2ccccc2)nc1C(=O)NCC(OC)OC	-24
CC1=C(c2ccc(NC(=O)C(C)(C)C)cc2)N2CCCN=C2S1	-5&-4
Cc1c(C(=O)OCCOC(C)C)[nH]c2c1C(=O)CC(C)(C)C2	-6
CN(CCNS(C)(=O)=O)c1nc(-c2ccc(Cl)cc2)no1	-32
C=C[n+]1ccn(-c2nc3ccccc3nc2NS(=O)(=O)c2ccc([N+](=O)[O-])cc2)c1	-2
Cc1ccc(CN2CC(C(=O)N3CC=C(c4ccccc4)CC3)CC2=O)cc1 (stereo unspecified)	-2
O=C(NC1CCN(c2ccc(Cl)cc2)C1=O)c1csnn1 (stereo unspecified)	-11
O=C(c1ccoc1)N1CCCN(C2CCC3(CCNCC3)CC2)CC1	0
O=C(CN1C(=O)NC2(CCCC2)C1=O)NCc1ccc2c(c1)OCO2	-2
CC(C)NC(=O)c1csc(N2CCN(CCc3ccccc3)C2=O)n1	-4
O=C(O)CCNC(=O)C(F)(F)C(F)(F)C(=O)NCCC(=O)O	-8
CCN(C1CCS(=O)(=O)C1)S(=O)(=O)CCn1cnc2ccccc21 (stereo unspecified)	-4&-2
O=C(C=Cc1ccco1)N1CCN(S(=O)(=O)c2ccc(Cl)s2)CC1	-10
Cc1cc(C(=O)CSc2nnc(C3CC3)n2C2CC2)c(C)n1C1CC1	-6
Nc1ncc(C2CC(=O)Nc3cc4c(cc32)CCc2ccccc2N4)s1 (stereo unspecified)	6
CC(NC(=O)c1ccc(Cl)o1)c1ccccn1 (stereo unspecified)	-6
Additional results follow.
SMILES	mcGAS MS inh
FC(F)(F)c1ccc(N2CC(c3ccncc3)C2)nc1	-11
CSc1ccc(CN2CCC2(C)C(=O)Nc2cccc(Oc3ccccc3)c2)cc1 (stereo unspecified)	-5
c1ccc(-c2cc(=Nc3ccc4c(c3)OCO4)c3ccccc3o2)cc1	46
CCc1nc(C)sc1CNC(=O)c1ccc2oc(=O)n(C)c2c1	2
CCN1Cc2ccccc2CC1C(=O)NCCSc1nnnn1C (stereo unspecified)	-15
CC(C)CCNC(=O)C1(C)CCN1Cc1ccc(-c2ccccc2)o1 (stereo unspecified)	-4
C[n+]1ccccc1C=NO	-4
O=C(Nc1sc2c(c1C(=O)N1CCOCC1)CCCC2)c1ccc(OC(F)F)cc1	2
CCc1ccc(CNCCNCC(C)O)cc1 (stereo unspecified)	3
O=C(O)C1C2C=CC(C2)C1C(=O)NCCCn1ccnc1 (stereo unspecified)	-31
Cc1ccccc1C=C1SC(=S)NC1=O	35
CCOC(=O)C1(Cc2ccccc2C(F)(F)F)CCN(C(=O)c2cccc(OC)c2)CC1	-13
COc1cccc(-c2ccc(NC(=O)C3CCCN(Cc4ccon4)C3)cc2)c1 (stereo unspecified)	4
CCn1nc(C)cc1C(=O)N(C)c1ccc(Br)cc1F	-9
O=[N+]([O-])c1ccccc1-c1ccc(-c2nnc(-c3ccco3)o2)o1	1
Cc1[nH]c2ccccc2c1CC(=O)NCCS(=O)(=O)N(C)C	-13
CC(=O)Nc1ccccc1CC(=O)O	4
C=CCn1c(C)nn(CN2CCCC(NC(=O)OCC)C2)c1=S (stereo unspecified)	-3
CCCc1c(-c2ccccc2)ncn1Cc1ccc(C(=O)N2CCCC2)cc1	-3
CN1CCOC(C(=O)N(Cc2ccc(O)cc2)Cc2ccco2)C1 (stereo unspecified)	-11
C=CCNc1ccccc1C(=O)NC1C(=O)Nc2cc(OC)ccc21 (stereo unspecified)	-5
CCOC(=O)c1cc(-c2ccccc2)c(=S)sc1N	-2
Cc1ccc(-n2nc(C(C)C)nc2C(C)N2CCCC2=O)cc1 (stereo unspecified)	-49
COc1ccc(Nc2nc(NCCCc3ccccc3)nc3nccnc23)cc1	-12
CC1CCc2ccccc2N1C(=O)Cn1nc(Br)nc1Br (stereo unspecified)	-5
(continued)
SMILES	mcGAS MS inh
c1ccc(N2N=C(c3cccs3)CC2c2ccco2)cc1 (stereo unspecified)	2
CC(=O)Nc1ccccc1NC(=O)CNCc1ccc2sccc2c1	-11
C=CCNC(=O)NC(=O)COC(=O)CCNC(=O)c1ccco1	-3
Cc1cccn2c(=O)nc(SCc3ccc(Br)cc3)nc12	-7
CC(/C=C/c1ccccc1)=N\OC(=O)C1CC1c1ccccc1 (stereo unspecified)	2
COc1ccc(-c2n[nH]c(=S)n2-c2ccccc2C)cc1	0
Cc1ccc(CNCCc2cccs2)s1	2
CCc1ccc(Cl)c(CC)c1NC(=O)c1nccn2ccnc12	-8
Cc1nc(CN2CCN(S(=O)(=O)CC3CCOC3)CC2)cs1 (stereo unspecified)	-15
CC(C)(C)c1ccc(C(=O)N2CCN(c3ccc([N+](=O)[O-])cc3)CC2)cc1	-6
NC(=O)c1cccnc1N1CCN(Cc2cc3n(n2)CCNC3)CC1	-2
Cc1cccc(Cn2c(C3CCCN(C)C3)n[nH]c2=O)c1 (stereo unspecified)	-2
Cc1ccc(S(=O)(=O)N=C(Nc2ccc(C)c(C)c2)Nc2nc(C)cc(C)n2)cc1	-8
COC(=O)c1ccc(NC(=O)Cc2csc(-n3cccc3)n2)cc1	-5
Cn1ncnc1CNC(=O)NC1CCc2c1ccc(Cl)c2Cl (stereo unspecified)	-10
COC(=O)CCCC(=O)NCC1Cc2cc(F)cc(F)c2O1 (stereo unspecified)	-3
COc1ccc(C(=O)N(Cc2ccccc2)c2ccccn2)cc1[N+](=O)[O-]	0
CC(=O)NC1CCCN(c2c(Cl)cccc2C#N)C1 (stereo unspecified)	-16
COc1ccc(Nc2nc3c(C)cccn3c(=O)c2/C=N\Nc2ccccc2)cc1	-1
CN(C(=O)c1cc2cccnc2n(Cc2ccc(F)cc2)c1=O)C1CCCCC1	-5
COc1ccc(C(=O)NCc2ccc(NC(=O)C3CC3)cc2)c(OC)c1OC	-10
COC(=O)c1cc(C(C)C)nc2c1c(-c1ccc(Cl)cc1)nn2C1CCS(=O)(=O)C1 (stereo unspecified)	-12
O=C(NCCOc1ccccc1F)N1CCN(S(=O)(=O)c2ccc(Cl)c(Cl)c2)CC1	-1
Nc1nnc(SCC(=O)Nc2ccccc2N2CCOCC2)s1	-9
O=C(CCCn1c(=O)oc2ccccc21)Nc1cccc(-c2ccsc2)c1	0
Carrying on:
SMILES	mcGAS MS inh
CC1(C)CC(Nc2cc(Cl)nc(N)n2)CC(C)(C)N1	-25
CN(C)S(=O)(=O)c1ccc(OCCOc2ccccc2F)cc1	-10
Cc1nc(CS(=O)Cc2ccccc2C(F)(F)F)cs1 (stereo unspecified)	-9
Cc1cccn2c(CNC(=O)c3cc(COc4cccc(F)c4)[nH]n3)cnc12	-12
COC(=O)c1cc(Br)ccc1S(=O)(=O)Nc1c(C)cccc1C(C)C	-6
Cc1cc(C2NC(=O)c3ccccc3N2)c(C)n1CC#N (stereo unspecified)	5
CN(C)c1ncc(CNCc2cccnc2N2CCCCCCC2)s1	2
CCc1sc(C(=O)NCC(=O)N(Cc2cccnc2)C2CC2)cc1C	-3
O=C(CSc1nnc(C2CC2)n1C1CC1)Nc1ccnn1C1CCCC1	-5
c1cnn(Cc2ccc(CN3CCC4(CCNCC4)C3)cc2)c1	-12
O=S(=O)(c1cc(Cl)ccc1Cl)N(Cc1ccco1)C(F)F	-1
Cc1cccc(N=Nc2c(C)nn(-c3ccccc3)c2N)c1C	42
N=C(N)SCCS(=O)(=O)CCO	-22
CCN1CCCC1CN(CC1CCN(CCOC)CC1)C(=O)c1ccsc1 (stereo unspecified)	-6
CCc1ccc2oc3c(c(=O)c2c1)C(c1cccc([N+](=O)[O-])c1)N(c1cc(C)on1)C3=O (stereo unspecified)	-11
O=c1[nH]c(-c2sc3ccccc3c2O)nc2cc(Cl)ccc12	23
Cc1nn(C)c(Cl)c1CNCc1cccc(CN2CCOCC2)c1	-3
Cc1cc(C)n2ncc(CN(C)C(C)c3ccccn3)c2n1 (stereo unspecified)	-13
CN(CCc1nc2ccccc2[nH]1)C(=O)c1cccc(-n2cccn2)c1	-12
CCOC(=O)C1(CC2CC2)CCN(Cc2cn(CC(N)=O)c3ccccc23)CC1	-6
COc1ccc2[nH]c(-c3nn4c(C(C)C)nnc4s3)cc2c1	-4
O=C(CCc1ccc(S(=O)(=O)N2CCCCC2)cc1)N1CCC(c2ccc(O)cc2)CC1	-4
Cn1c(=O)cc2c3c(c(Br)ccc31)C(=O)c1ccccc1-2	-14
COC(=O)c1ccc(CN(Cc2ccco2)CC2CCCO2)o1 (stereo unspecified)	-6
CCN(C1CCN(C(=O)c2ccccc2Cl)CC1)S(C)(=O)=O	-13

A second format for some results above.
> CCOC(=O)C1(CC2CC2)CCN(Cc2cn(CC(N)=O)c3ccccc23)CC1
  mcGAS MS inh: -6
> COc1ccc2[nH]c(-c3nn4c(C(C)C)nnc4s3)cc2c1
  mcGAS MS inh: -4
> O=C(CCc1ccc(S(=O)(=O)N2CCCCC2)cc1)N1CCC(c2ccc(O)cc2)CC1
  mcGAS MS inh: -4
> Cn1c(=O)cc2c3c(c(Br)ccc31)C(=O)c1ccccc1-2
  mcGAS MS inh: -14

Laid out differently: 6 of the compounds above.
Structure | mcGAS MS inh
Cc1cc(C)n2ncc(CN(C)C(C)c3ccccn3)c2n1 (stereo unspecified) | -13
CN(CCc1nc2ccccc2[nH]1)C(=O)c1cccc(-n2cccn2)c1 | -12
CCOC(=O)C1(CC2CC2)CCN(Cc2cn(CC(N)=O)c3ccccc23)CC1 | -6
COc1ccc2[nH]c(-c3nn4c(C(C)C)nnc4s3)cc2c1 | -4
O=C(CCc1ccc(S(=O)(=O)N2CCCCC2)cc1)N1CCC(c2ccc(O)cc2)CC1 | -4
Cn1c(=O)cc2c3c(c(Br)ccc31)C(=O)c1ccccc1-2 | -14

Additional entries:
SMILES	mcGAS MS inh
O=C(Cn1nnc2sc3c(c2c1=O)CCCC3)NCc1ccco1	6
CC(C)Oc1ccc(CNCc2cscn2)c(C(F)(F)F)c1	-15
CCC1CN(C(C)=O)CCC1NC(C)C(=O)NC(C)(C)C (stereo unspecified)	-13
Clc1ccc(CN2COc3cc4c(cc3C2)OCO4)cc1	-4
CCOC(=O)c1nn(-c2ccc(F)cc2)c(=O)cc1N1CCC2(CC1)OCCO2	-1
O=C(N=c1sccn1Cc1ccccc1F)C1CCN(C(=O)c2cccs2)CC1	8
c1ccc(CCCc2noc(-c3ccc(N4CCCO4)nc3)n2)cc1	-9
CC1CCc2c(Cl)cc(Cl)c(O)c2N1 (stereo unspecified)	-15
CC(=O)c1cccc(NCN2C(=O)c3ccccc3C2=O)c1	2
c1nnnn1CCc1nc(C2CC2)n[nH]1	0
COc1ccccc1-n1cnn(CN2CCCc3ccc(F)cc32)c1=S	13
CN(C1CCCc2ccccc21)S(=O)(=O)c1ccc(F)c(F)c1 (stereo unspecified)	-53
CC(C)C(C)N(Cc1ccco1)C(=O)c1cnn2ccccc12 (stereo unspecified)	-21
Cc1ccc(C)c(-n2nc(-c3ccco3)cc2C(=O)O)c1	2
CCCC(=O)N1CCC1(C)C(=O)Nc1cc(C)on1 (stereo unspecified)	3
COCCCn1c(O)c(C=Nc2ccc(C(C)=O)cc2)c(C)c(C#N)c1=O	2
Cc1ccc(C(=O)N2CCCC(CCc3ccc(F)c(F)c3)C2)cc1O (stereo unspecified)	6
CN(C)CCCNCC1CCCCC1	-9
CC(C)n1ccnc1CN1CCOC(CC2CCCCC2)C1 (stereo unspecified)	-19
COCCN(CCC#N)S(=O)(=O)c1ccc(F)cc1F	11
CC(C)c1cnc(CN2CCc3ccc(S(=O)(=O)N(C)C)cc32)o1	1
Cn1c(SCC(=O)Nc2ccccc2)nc2sc3c(c2c1=O)CCCC3	-6
CCc1ccc(Cl)c(CC)c1NC(=O)C(=O)NCc1nncn1CC	-9
COC(=O)c1c(C)n(C)c2ccc(OCC(=O)NC(C)C)cc12	-7
CCS(=O)(=O)NC1CCN(C(=O)c2cccc(C)c2)CC1	-6
(listing goes on)
SMILES	mcGAS MS inh
COc1ccc(CCC(=O)N(C)Cc2ccsc2)cc1	2
CN(C)c1ncccc1CNC(=O)CCCc1cccs1	-2
Cc1ccc(C)c(-n2c(C)nnc2SCC(=O)NC23CC4CC(CC(C4)C2)C3)c1	-19
COC12C=CC(c3ccccc31)c1c(F)c(F)c(F)c(F)c12 (stereo unspecified)	-11
CC1CCC2(CC1)NC(=O)N(CC(=O)Nc1sc3c(c1C(N)=O)CCC3)C2=O (stereo unspecified)	-7
CC(Cn1cncn1)N1CCN(c2cnn(C)c(=O)c2)CC1 (stereo unspecified)	3
Cn1ncc2c(N3CCC(OCc4cccnc4)CC3)nc(C(C)(C)C)nc21	-14
Cc1ccc(C(c2c(O)cc(C)n(Cc3cccnc3)c2=O)N2CCCCC2)cc1 (stereo unspecified)	-8
O=C(c1coc(CN2CCc3ccccc3C2)n1)N1CCSCC1	5
Cn1nc(-c2ccccc2)c2c1NC(=O)CC2c1ccc2nonc2c1 (stereo unspecified)	-8
O=C(NC1CC1)c1cccc(CNC(=O)N2CCCC2c2ccncc2)c1 (stereo unspecified)	0
CC1(C(=O)NS(=O)(=O)c2ccc(Cl)cc2)CCN1C(=O)c1ccccc1 (stereo unspecified)	-9
Cc1ccc(NC(=O)N(C)c2c(C)noc2C)cc1	-5

Bioassay records deposited in PubChem BioAssay by Fisher Drug Discovery Resource Center.
